From PubChem BioAssay
N370S GC mod – qHTS Assay for Inhibitors and Activators of N370S glucocerebrosidase as a Potential Chaperone Treatment of Gaucher Disease | Potency, µM (series often up to 59.4 µM), for inactives: at the top dose activity change, negative = inhibition, actives largely listed as inhibitors | N370S GC spleen homogenate, 4MU-glucoside fluorescence | 0.092% of 330,000 active | Lysosomal acid glucosylceramidase (Homo sapiens), P04062;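 also: 0% = full enzyme activity and -100% = no enzyme basal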
DT40 TDP1 no CPT – qHTS for Inhibitors of human tyrosyl-DNA phosphodiesterase 1 (TDP1): qHTS in cells in absence of CPT. DT40 Tdp1-/- hTDP1 cells, no CPT, ATP luminescence, 48 h. Potency, µM (series often up to 46.2 µM), inactives show at the highest dose activity change, negative = growth inhibition, most hits filed as inhibitors. 15% of 420,000 active. AID 686978, 2013; also: nearly all actives have a fitted effect of over 55% in size
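No-CPT arm: Tdp1-/-;hTDP1 DT40 cells (400/well) plus compounds, incubated ≥48 hr at 37 °C. Readout CellTiter-Glo luminescence.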
TDP1 block – qHTS Assay for Inhibitors of Tyrosyl-DNA Phosphodiesterase (TDP1); Tyrosyl-DNA phosphodiesterase 1 (Homo sapiens), Q9NUW8; recombinant TDP1, AlphaScreen DNA substrate cleavage; Potency, µM (doses to about 130 µM), for inactives: top-dose activity change, negative = inhibition, usual class: inhibitors; 0.28% of 350,000 active; also: nearly all actives have a fitted effect of over 40% in size
Target sequence (Q9NUW8 whole entry, looked up): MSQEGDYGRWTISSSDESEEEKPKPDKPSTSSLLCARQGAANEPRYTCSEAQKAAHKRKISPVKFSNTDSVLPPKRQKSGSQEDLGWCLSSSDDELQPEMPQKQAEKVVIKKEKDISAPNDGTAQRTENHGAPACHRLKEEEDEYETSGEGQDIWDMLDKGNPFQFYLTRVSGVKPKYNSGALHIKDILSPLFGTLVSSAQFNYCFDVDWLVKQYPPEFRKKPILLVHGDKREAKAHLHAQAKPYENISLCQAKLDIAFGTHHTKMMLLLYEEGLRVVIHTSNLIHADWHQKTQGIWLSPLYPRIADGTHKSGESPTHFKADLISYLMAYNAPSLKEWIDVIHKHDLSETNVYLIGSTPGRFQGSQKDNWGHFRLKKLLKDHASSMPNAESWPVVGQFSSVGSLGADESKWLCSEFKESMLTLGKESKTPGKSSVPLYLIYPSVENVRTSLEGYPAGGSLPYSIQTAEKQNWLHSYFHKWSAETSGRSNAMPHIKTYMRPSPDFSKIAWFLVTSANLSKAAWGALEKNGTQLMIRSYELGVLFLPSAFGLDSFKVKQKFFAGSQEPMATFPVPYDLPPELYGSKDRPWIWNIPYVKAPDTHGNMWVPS
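Compounds were preincubated with Tdp1 (1 nM final) for 15 min at room temperature before substrate (15 nM final) started a 5 min reaction; beads (10 ug/ml final) were then added for 10 min before AlphaScreen detection.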
An asterisk follows results filed as active; ? = inconclusive; nt = no result given; & = joins results of further samples; [ ] = dose if it differs, or a comment. Calls follow the shape of the dose curve; as a rule, active = well fitted curve in the direction sought with a large enough effect; inconclusive = small, poorly fitted or top-dose-only effect, or another doubt; inactive = no such curve, though single readings can be large; an effect the other way counts as inactive or inconclusive. Unless noted, % is scaled to controls: 0 for no effect and ±100 for the full control effect; potency is read from the fitted curve at half-maximal effect. A portion of the library; count on the stated rates, not on these rows.

SMILES	N370S GC mod	DT40 TDP1 no CPT	TDP1 block
COc1ccc(-c2nc3c(Br)c(N)c(Br)cc3o2)cc1	10%	?	9%
CCc1ccccc1Nc1nc(N)nc(COC(=O)c2c(C)noc2C)n1	nt	-22%	0%
COc1ccc(C2CC(c3cccs3)=NN2C(=O)CSc2nc3ccccc3o2)cc1 (stereo not given)	6%	?	0%
CCC1CCCCN1S(=O)(=O)c1ccc(S(=O)(=O)N(Cc2cccs2)C2CC2)cc1 (stereo not given)	0%	23µM*	3%
Cc1ccccc1OCc1n(CC(=O)OC2CC(C)CCC2C(C)C)c2ccccc2[n+]1C (stereo not given)	-18%&-14%	2.6µM*	5%&9%
Cc1cc(=O)n2c3c(sc2n1)C(=O)N(Cc1ccccc1)C3=O	-4%	nt	1%
O=C(Nn1cnnc1)c1cc(Cl)ccc1Cl	-19%	-11%	nt
O=C(CN1C(=O)C2CCc3[nH]c4ccccc4c3C2C1=O)N1CCCC1 (stereo not given)	6%	-4%	5%
O=[N+]([O-])c1ccc(Sc2cccc3cccnc23)c2cccnc12	-8%	26µM*	8%
O=C(C1CCCN(S(=O)(=O)c2cccc3nonc23)C1)N1CCN(c2ccccc2F)CC1 (stereo not given)	nt	18µM*	2%
O=C(COC(=O)Cc1ccsc1)NCc1ccc(Cl)cc1	10%	1%	3%
COC(C)(C)c1cc(C(C)(C)C)nc(N)n1	0%	-10%	0%
C[C@H](CO)N1C[C@H](C)[C@@H](CN(C)S(=O)(=O)c2ccc(F)cc2)Oc2ccc(NC(=O)Cc3ccccc3)cc2C1=O	nt	?	0%
CCOC(=O)N1CCN(C(=O)c2cc(COc3ccc4ncccc4c3)on2)CC1	6%	6.5µM*	4%
Cc1[nH]c(=S)c(C#N)c(-c2ccccc2)c1C(=O)Nc1ccccc1	-8%	8%	6%
C=CCSc1nnc(NC(=O)C2CC(=O)N(Cc3ccc(C)cc3)C2)s1 (stereo not given)	nt	19%	-16%
COc1cc(/C=C2\SC(=S)N(CC(=O)O)C2=O)ccc1OS(=O)(=O)c1ccc(C)cc1	7%	-18%	-2%
COc1ccccc1CC(=O)NCc1ccc2c(c1)OCO2	11%	-2%	-2%
COc1ccccc1OCCNC(=O)c1ccc(S(=O)(=O)N(C)C)cc1	-20%	-5%	2%
C=CCn1c(Cc2ccccc2)nc2c(cnn2-c2ccccc2)c1=O	8%	23µM*	nt

Limited to DT40 TDP1 no CPT and N370S GC mod, for some of the entries so far:
SMILES	DT40 TDP1 no CPT	N370S GC mod
COc1ccccc1OCCNC(=O)c1ccc(S(=O)(=O)N(C)C)cc1	-5%	-20%
Cc1[nH]c(=S)c(C#N)c(-c2ccccc2)c1C(=O)Nc1ccccc1	8%	-8%
Cc1cc(=O)n2c3c(sc2n1)C(=O)N(Cc1ccccc1)C3=O	nt	-4%

Continued.
SMILES	N370S GC mod	DT40 TDP1 no CPT	TDP1 block
COc1ccc(CCNC(=O)CN(C)S(=O)(=O)c2ccc3c(c2)CCC(=O)N3)cc1OC	-3%	-9%	0%
CN(Cc1nc(-c2cccnc2)no1)S(=O)(=O)c1ccc(Br)cc1	18%	?	6%
Cc1ccc(CCNC(=O)C2CCN(Cc3nc(-c4ccccc4C)oc3C)CC2)cc1	nt	18µM*	6%
O=C(CCCN1CCc2[nH]c3ccc(F)cc3c2C1)c1ccc(F)cc1	-22%	?	nt
Clc1ccc2nc(CN3CCCCC3)cn2c1	-4%	-2%	-1%
O=c1c(N2CCN(c3cccc(C(F)(F)F)c3)CC2)csc2ccc(Cl)cc12	nt	?	4%
Cc1ccc(NC(=O)Nc2c(C)n(C)n(-c3ccccc3)c2=O)cc1C	2%	23µM*	2%
O=C(O)C(Cc1c[nH]c2ccccc12)N1Cc2ccccc2C1=O (stereo not given)	22%	-12%	3%
CCOc1ccc2cc(S(=O)(=O)N3CCN(C)CC3)ccc2c1	-16%	23µM*	0%[56.1 µM]
COc1ccc(CNC(=O)c2c(O)c3ccccc3n(C)c2=O)cc1OC	-2%	-17%	6%
Cc1nn(Cc2ccc(C(=O)N3N=C(C(F)F)CC3(O)C(F)F)o2)c(C)c1[N+](=O)[O-] (stereo not given)	-5%	?	0%
CCC(=O)Nc1sc2c(c1C(N)=O)CCN(Cc1ccccc1)C2	?	?	nt
CCC(=NNC(=O)c1ccc2c(c1)nc(C)n2CC)c1cc(F)ccc1O	nt	12µM*	2%
COC(=O)[C@]1(C)N[C@H](CN(C)C(=O)c2ccc(C(C)(C)C)cc2)[C@@H]2C(=O)N(C)C(=O)[C@@H]21	nt	-8%	2%
CN(CCCNC(=O)Cn1cccc1C(=O)c1ccccc1)C1CCCCC1	-1%	-2%	-8%
CCCCSCCCNC(=O)C1CCC(CNS(=O)(=O)c2ccc(NC(C)=O)cc2)CC1 (stereo not given)	1%	4%	nt
COc1cc(NC(=S)N2c3ccccc3CC2C)cc(OC)c1 (stereo not given)	-3%	-11%	3%
CC(=O)c1cccc(NS(=O)(=O)c2cccc(S(=O)(=O)c3ccc(Br)cc3)c2)c1	nt	?	4%[12.3 µM]
Nc1ccccc1C(=O)C[C@H](N)C(=O)O	1%	-12%&3%	1%
Cc1cc(S(=O)(=O)NCc2cccs2)ccc1-n1cnnn1	0%	-23%	3%
Cc1cccc(CNc2nc(-c3ccoc3)nc3ccccc23)c1	?	21µM*	?
CCn1c(C)c(C2N3CC4(C)CN2CC(CC)(C3)C4=O)c2ccccc21 (stereo not given)	nt	?	0%
O=C(CCCCCn1c(=S)[nH]c2ccccc2c1=O)NCc1ccc2c(c1)OCO2	6%	?	-4%
COc1ccc(N2CCN(C(=O)CCCOc3cc(=O)n(C)c4ccccc34)CC2)cc1	2%	?	-2%
Cc1nn(-c2ccccc2)c(C)c1NC(=O)COC(=O)C1CC(=O)N(CCc2ccccc2)C1 (stereo not given)	-1%	1%	5%
COC(=O)c1ccc2c(=O)[nH]c(CSc3nc(-c4ccc(F)cc4)cs3)nc2c1	4%	-22%	4%
Cc1occc1C(=O)N=Nc1c(O)n(C)c2ccccc12	-4%	?	4%
CCCc1nn2c(=O)cc(CSCC(=O)Nc3nnc(C(C)C)s3)nc2s1	-8%	8%	0%
C=CCN1C(=O)c2ccc(C(=O)N3CCN(S(=O)(=O)c4cccc([N+](=O)[O-])c4)CC3)cc2C1=O	nt	8%	2%
COc1cccc(C2CC(=O)Nc3cc(OC)c(OC)cc32)c1 (stereo not given)	-2%	-25%	9%
CC(=O)Oc1ccc(N(C(C)=O)S(=O)(=O)c2cccs2)cc1	3%	-2%	7%
O=C(c1csnn1)N1CCC[C@@]2(CCN(c3cccc(-c4ccccc4)c3)C2)C1	6%	?	nt
COc1ccccc1NC(=O)C1=C(C)Nc2nc(SCc3ccccc3F)nn2C1c1cccs1 (stereo not given)	nt	9.2µM*	6%
O=C(NCCSCc1ccc(Cl)cc1)C1CCN(S(=O)(=O)Cc2ccccc2)CC1	nt	-12%	3%
Cc1ccc(CN2CCN(c3ccccn3)CC2)s1	-1%	-18%	1%
S=c1[nH]nc(-c2ccncc2)n1Cc1ccccc1	-4%	-12%	-2%
CC(C)NC(=O)C1CCN(S(=O)(=O)c2ccc(N3CCCC3=O)cc2)CC1	-9%	15%	2%
CNC(=S)N(Cc1cc2cc(C)ccc2n2nnnc12)CC(C)(C)CN(C)C	3%	2%	nt
O=C(/C=C/c1ccco1)Nc1ccccc1N1CCOCC1	-17%	-24%	4%
Cc1ccccc1Nc1c(-c2ccco2)nc2c(C)cccn12	nt	21µM*	15%
O=C(NCCOc1ccccc1)C1CCC(=O)N(C2CCCCCC2)C1 (stereo not given)	-5%	-13%	4%[56.1 µM]
Fc1ccc(Cn2nnnc2C(c2cccs2)N2CCCCCC2)cc1 (stereo not given)	9%	?	-2%
CC(CN1CCCCC1)C(=O)NNC(=O)C12CC3CC(CC(C3)C1)C2 (stereo not given)	-3%	-2%	2%
S=C(Nc1ccc2nsnc2c1)N1CCCCCC1	-33%	?	-8%
O=C(Cn1cc(SCc2c(F)cccc2Cl)c2ccccc21)N1CCCCCC1	nt	?	-3%
O=C(O)C1CC=CCC1C(=O)Nc1ccc2c(c1)OCCO2 (stereo not given)	5%	-8%	nt
O=C(O)C1C2C=CC(C2)C1C(=O)NCc1ccc2c(c1)OCO2 (stereo not given)	3%	-3%	12%
Cc1cc(N2C(=O)C3C4C=CC(C4)C3C2=O)ccc1NC(=O)c1cccs1 (stereo not given)	10%	?	13µM*
Cc1cc(C)nc(SC/C=C/c2ccccc2)n1	16%	-29%	nt
NC1=NC(=Nc2ccccc2)c2ccccc21	-14%	?	2%
O=C(CCCOc1ccc(Cl)cc1)N1CCCCCC1	?	?	-8%
COc1ccc(CCNCC(=O)Nc2ccc(C(=O)N3CCCCC3)cc2)cc1	-4%	?	0%
COc1nc(NCCC2=CCCCC2)nc(OC)n1	-2%	?	8%
Cn1ccnc1SCC(=O)Nc1sccc1C#N	2%	1%	-1%
CCCn1c(SCC(=O)Nc2nccs2)nnc1-c1cccnc1	4%	-4%	-2%
O=C(NC1CCS(=O)(=O)C1)c1ccc(-c2ccc(Br)cc2)o1 (stereo not given)	-5%	?	4%
COC(=O)c1c(-c2cccs2)csc1NC(=O)c1cc(OC)cc(OC)c1	nt	?	-12%
Cc1c(Cc2ccccc2)c(NCCCO)n2c(nc3ccccc32)c1C#N	25%	16µM*	-8%
O=C(C[n+]1cc(-c2ccccc2)n2c1CCCCC2)c1ccc(Br)cc1	-8%	23µM*	8%
COC(=O)c1ccc(CN(Cc2ccc(OC)c(OC)c2)S(=O)(=O)c2ccc(F)c(C(=O)Nc3cc(C)ccc3C)c2)cc1	nt	?	10%

6 compounds already listed, sorted by heavy-atom count, low to high.
SMILES	N370S GC mod	DT40 TDP1 no CPT	TDP1 block
O=C(CCCOc1ccc(Cl)cc1)N1CCCCCC1	?	?	-8%
CC(CN1CCCCC1)C(=O)NNC(=O)C12CC3CC(CC(C3)C1)C2 (stereo not given)	-3%	-2%	2%
O=C(C[n+]1cc(-c2ccccc2)n2c1CCCCC2)c1ccc(Br)cc1	-8%	23µM*	8%
COC(=O)c1c(-c2cccs2)csc1NC(=O)c1cc(OC)cc(OC)c1	nt	?	-12%
Cc1c(Cc2ccccc2)c(NCCCO)n2c(nc3ccccc32)c1C#N	25%	16µM*	-8%
O=C(Cn1cc(SCc2c(F)cccc2Cl)c2ccccc21)N1CCCCCC1	nt	?	-3%
